Pin1 inhibitor: blocks the human prolyl isomerase Pin1 | Q13526 | Potency, µM (doses to about 115 µM), without a hit: at the highest dose activity, negative = inhibition, usual class: inhibitors | Pin1 FP peptide displacement, HiFluor488, 10 min | 390,000 compounds, 0.009% hits; active = well fitted inhibition curve with a large enough effect in the polarisation, with a control signal flat, not every such curve was filed as active; inconclusive = small, poorly fitted or top-dose-only effect, or effect the other way, or a change in a side signal; inactive = no such curve, though single readings can be large or run the other way; the % refers to the polarisation; note: potency is the fitted concentration of half-maximal effect; % is set by controls: 0 for no effect and ±100 for the full control effect
Target sequence (Q13526 whole entry, looked up): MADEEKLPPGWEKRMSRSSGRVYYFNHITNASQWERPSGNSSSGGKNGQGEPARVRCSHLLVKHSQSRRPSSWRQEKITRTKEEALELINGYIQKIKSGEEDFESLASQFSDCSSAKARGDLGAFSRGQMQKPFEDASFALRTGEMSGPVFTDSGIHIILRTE
D2 antag: antagonizes the human D2 dopamine receptor. P14416. HEK293 TREx D2 cells, calcium flux, dopamine EC80. inhibition, % at 10 µM. 340,000 compounds, 2% hits. AID 485344; in the data active = inhibition above about 30%; note: 0% is about no effect
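Dopamine at EC80 is the agonist stimulus; test compounds precede it by 180 s. Calcium flux read kinetically in a force-coupled, inducible HEK293 T-REx D2 cell line.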
TrxR1 substrate: is turned over as a substrate by rat TrxR1 | purified TrxR1 substrate turnover, NADPH consumption readout | Potency, µM (top dose mostly 114 µM), for inactives: top-dose activity change, negative = substrate turnover | 390,000 compounds, 0.01% hits | AID 588456; note: potency is the fitted concentration of half-maximal effect; % is set by controls: 0 for no effect and ±100 for the full control effect; nearly all actives have a fitted effect of over 50% in size
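Rat TrxR1, dispensed at 90 nM, was prereduced with 400 uM NADPH (final) for 5 min at ~22 deg C, then incubated with compound 15 min before 400 uM selenite. A first-read NADPH fluorescence drop versus no-compound background flagged substrates.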
TRHR PAM: allosterically enhances the human TRH receptor; P34981; TRHR cells, fluo-8 calcium fluorescence, EC20 TRH enhancement; enhancement, % at 2 µM; 360,000 compounds, 0.66% hits; AID 493056; in the data active = enhancement above about 30%; note: 0% is about no effect
Target sequence (P34981 whole entry, looked up): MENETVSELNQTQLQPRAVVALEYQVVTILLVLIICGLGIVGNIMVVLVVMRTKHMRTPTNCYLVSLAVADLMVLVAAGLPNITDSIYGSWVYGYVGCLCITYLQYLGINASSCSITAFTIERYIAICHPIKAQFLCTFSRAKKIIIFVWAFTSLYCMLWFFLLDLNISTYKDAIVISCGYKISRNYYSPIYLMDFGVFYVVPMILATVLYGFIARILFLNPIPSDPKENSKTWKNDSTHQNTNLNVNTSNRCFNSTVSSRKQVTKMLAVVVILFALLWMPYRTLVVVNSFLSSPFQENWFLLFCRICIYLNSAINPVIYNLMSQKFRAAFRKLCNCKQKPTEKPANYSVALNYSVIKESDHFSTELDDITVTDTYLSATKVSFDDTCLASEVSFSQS
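Enhancer read-out: after compound pinning and an initial kinetic agonist-mode read, an EC20 of TRH (10 nM final) was injected and fluo-8 calcium signal (Ex 480/Em 530) followed at 1 s/cycle for 100 cycles in TRHR-expressing cells.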
TRHR agonist: TRH receptor (human) agonism. activation, % at 2 µM. 360,000 compounds, 0.18% hits. P34981. TRHR cells, calcium flux fluo-8, FDSS agonist mode; in the data active = activation above about 30%; note: 0% is about no effect
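TRHR-expressing cells loaded with fluo-8 calcium dye; 23 nL library compound pin-transferred, kinetic FDSS fluorescence (Ex 480/Em 530) recorded about 180 s for agonist-induced calcium release, before a 10 nM TRH EC20 addition for potentiator mode.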
USP1-UAF1 inh: blocks the human USP1/UAF1 deubiquitinase complex. O94782. Potency, µM (titrated, usually from 57.1 µM), without a hit: top-dose activity change, negative = inhibition, hits mostly inhibitors. recombinant USP1/UAF1, Ub-Rhodamine cleavage fluorescence. 390,000 compounds, 0.23% hits; note: potency is the fitted concentration of half-maximal effect; % is set by controls: 0 for no effect and ±100 for the full control effect; nearly all actives have a fitted effect of over 60% in size; inactives centre near -12
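USP1/UAF1 complex at 1 nM was preincubated with compound for 15 min at room temperature, then Ub-Rho substrate (150nM final) was added. Fluorescence (480/540 nm) was read kinetically, 6 reads every 60 seconds.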
D2 ag: agonists of human D2 dopamine receptor; P14416; HEK293 T-REx D2 cells, calcium flux agonist mode; activation, % at 2 µM; 340,000 compounds, 0.53% hits;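 active = activation over 3 SD above normal in the single-dose calcium agonist read, cut at about 30% in these data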; note: 0% is about no effect
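In this primary screen, compounds producing a positive calcium signal within 180 s of addition to tetracycline-induced, force-coupled HEK293 Trex D2 cells are flagged; cells are dye-loaded with a no-wash calcium kit beforehand.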
rTrxR1 inhibitor: rat TrxR1 inhibition; recombinant rTrxR1, NADPH fluorescence consumption, selenite substrate; Potency, µM (series often up to 114 µM), for inactives: at the highest dose activity change, negative = inhibition, hits mostly inhibitors; 390,000 compounds, 1% hits; note: potency is the fitted concentration of half-maximal effect; % is set by controls: 0 for no effect and ±100 for the full control effect; nearly all actives have a fitted effect of over 65% in size
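Rat TrxR1 (90 nM in the dispensed reagent) was pre-reduced with 400 uM NADPH for 5 min at room temperature, then incubated with compound for 15 min. After 400 uM selenite was added, NADPH fluorescence (Ex 340/Em 450 nm) was followed for 8 min.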
IDH1 R132H inh: human IDH1 R132H inhibition; O75874; IDH1-R132H enzyme, NADPH consumption, diaphorase/resazurin fluorescence; Potency, µM (top dose mostly 76.6 µM), for the others: at the top dose activity change, negative = inhibition, usual class: inhibitors; 390,000 compounds, 0.093% hits; AID 602179; note: potency is the fitted concentration of half-maximal effect; % is set by controls: 0 for no effect and ±100 for the full control effect; nearly all actives have a fitted effect of over 65% in size
Target sequence (O75874 whole entry R132H, stated change not applied): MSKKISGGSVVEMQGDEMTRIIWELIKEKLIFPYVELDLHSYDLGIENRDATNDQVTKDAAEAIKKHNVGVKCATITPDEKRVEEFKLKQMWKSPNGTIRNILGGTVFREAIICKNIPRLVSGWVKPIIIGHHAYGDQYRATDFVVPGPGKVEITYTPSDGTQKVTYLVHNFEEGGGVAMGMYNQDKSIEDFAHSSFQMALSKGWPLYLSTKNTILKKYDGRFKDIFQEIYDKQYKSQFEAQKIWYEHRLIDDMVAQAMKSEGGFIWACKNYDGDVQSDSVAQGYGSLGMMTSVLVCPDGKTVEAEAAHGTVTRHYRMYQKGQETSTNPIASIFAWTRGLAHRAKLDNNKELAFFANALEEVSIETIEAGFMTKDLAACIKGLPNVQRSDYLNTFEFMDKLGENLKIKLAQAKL
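IDH1-R132H (0.5 ug/mL dispensed) in pH 7.5 Tris buffer was preincubated 30 min with compound, then given a substrate mix of 0.016 mM NADPH and 2 mM alpha-KG for 80 min at room temperature; remaining NADPH was read by diaphorase/resazurin fluorescence.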
Numbers without * were called inactive; ? = inconclusive; nt = not tested or not shown; [ ] = dose if it differs, or a comment. Unless noted, calls come from the whole dose curve; as a rule, active = well fitted inhibition curve with a large enough effect; inconclusive = small, poorly fitted or top-dose-only effect; inactive = no such curve, though single readings can be large or run the other way. Only part of the results is shown (hit frequency here may not be typical).

Key to letters – A = Pin1 inhibitor; B = D2 antag; C = TrxR1 substrate; D = TRHR PAM; E = TRHR agonist; F = USP1-UAF1 inh; G = D2 ag; H = rTrxR1 inhibitor; I = IDH1 R132H inh
SMILES: COc1ccc(/C([O-])=C(/C(=S)Nc2ccc(C)c(C)c2)n2c[n+](C)c3ccccc32)cc1OC
  A: -1%	B: -3	C: 1%[57.1 µM]	D: 2	E: 0.3	F: -3%	G: 1.3	H: -4%[57.1 µM]	I: -10%
SMILES: Cc1ccc(-n2ncc3c(Nc4ccc5c(c4)OCCO5)ncnc32)cc1Cl
  A: 0%	B: nt	C: 0%[57.1 µM]	D: 2	E: 0.0	F: -8%	G: -0.8	H: 16%[57.1 µM]	I: 34%[activator]
SMILES: CC1=C(c2ccc(F)cc2)S(=O)(=O)N=C1N1CCC(C(=O)NCCc2ccccc2C)CC1
  A: 0%	B: nt	C: 1%[57.1 µM]	D: 4	E: 0.1	F: -20%	G: 0.2	H: 15%[57.1 µM]	I: nt
SMILES: O=C(NC(=S)NNC(=O)c1cnccn1)c1ccc(Cl)cc1
  A: ?	B: 14	C: 7%[57.1 µM]	D: 5	E: -0.2	F: -18%	G: -1.1	H: 6%[57.1 µM]	I: -1%
SMILES: CCN=C1S/C(=C\c2cn(C(C)=O)nc2-c2ccccc2)C(=O)N1CC
  A: 4%	B: 11	C: 4%	D: 10	E: -0.2	F: -22%	G: 2.6	H: 13%	I: -2%
SMILES: COc1cc(NC(C)=O)c2ncccc2c1[N+](=O)[O-]
  A: -9%	B: 1	C: -6%	D: -2	E: -0.7	F: -15%	G: -0.3	H: 5%	I: 20%
SMILES: CNC(=O)c1ccccc1S(=O)(=O)c1ccccc1C#N
  A: 5%	B: 7	C: -5%	D: 18	E: 0.4	F: -10%	G: 0.8	H: 10%[57.1 µM]	I: -2%
SMILES: Cc1ccc(CNC(=O)CN2C(=O)NC3(CC(C)CC(C)(C)C3)C2=O)cc1 (stereo not given)
  A: 5%	B: -12	C: 3%	D: -1	E: -0.8	F: -19%	G: -0.4	H: 6%	I: 7%
SMILES: CCOc1ccc(S(=O)(=O)NCc2ccccn2)cc1NC(=O)c1ccccc1
  A: -1%	B: 4	C: 1%[57.1 µM]	D: 21	E: -0.4	F: -7%	G: -0.5	H: -3%[57.1 µM]	I: -9%
SMILES: Cc1ccc(C(=O)OCC(=O)N(C)c2ccccc2)cc1C
  A: -1%	B: 13	C: 0%	D: 5	E: 0.6	F: -20%	G: 0.8	H: 6%	I: 13%
SMILES: Cc1ccc(C)c(OCCC(=O)OCC(=O)Nc2ccc(C)c(S(=O)(=O)N3CCCCC3)c2)c1
  A: 16%	B: 9	C: -4%	D: -8	E: 1.6	F: -23%	G: 0.2	H: 2%	I: 4%
SMILES: Cc1ccc(-c2nc(CS(=O)(=O)CC(=O)N3CC(C)CC(C)C3)c(C)o2)cc1 (stereo not given)
  A: 3%	B: -18	C: 0%[57.1 µM]	D: 9	E: -0.4	F: -14%	G: 0.6	H: 4µM*	I: -13%
SMILES: O=C(Nc1ccc2c(c1)OCO2)c1cc(-c2ccccc2Cl)on1
  A: 12%	B: 37*	C: 8%	D: -11	E: -0.2	F: ?	G: -0.1	H: 12%	I: 6%
SMILES: COc1cc(OC)cc(C(=O)OC/C(O)=C(\C#N)c2nc3ccccc3[nH]2)c1
  A: ?	B: -2	C: 0%	D: 3	E: 0.0	F: -6%	G: -0.2	H: 11%	I: -6%
SMILES: CCc1ccc(C(=O)NNC(=O)C2CSC3(C)CCC(=O)N23)cc1 (stereo not given)
  A: 0%	B: -20	C: -1%	D: 2	E: 0.1	F: -14%	G: 0.2	H: 3%	I: 3%
SMILES: Cc1nn(CC(=O)c2ccc(Cl)cc2Cl)c(C)[n+]1N
  A: -5%	B: nt	C: -8%	D: 16	E: 0.1	F: -16%	G: nt	H: -15%	I: 1%
SMILES: COc1cccc(NC(=O)CC(=O)c2ccc([N+](=O)[O-])cc2)c1
  A: -11%	B: 5	C: -4%	D: 7	E: 0.8	F: -26%	G: 1.9	H: -25%	I: -6%
SMILES: Cc1ccc(S(=O)(=O)N2CCCCC2)cc1NC(=O)CSCC(=O)O
  A: 4%	B: 17	C: 5%[57.1 µM]	D: -6	E: 0.8	F: -24%	G: 0.4	H: 19%[57.1 µM]	I: 11%
SMILES: CCOC(=O)C1=NN(N=O)C2(CC(=O)N(c3cc(C)cc(C)c3)C2=O)C1 (stereo not given)
  A: -5%	B: 9	C: 3%[57.1 µM]	D: -15	E: -0.3	F: -3%	G: 0.9	H: 16µM*	I: 0%
SMILES: Cc1nc2ccc(NC(=O)c3cnc(Cl)c(Cl)c3)cc2s1
  A: 16%	B: -8	C: 59%[activator]	D: -5	E: 0.7	F: -11%	G: -0.6	H: 39%[activator]	I: 11%
SMILES: C#CC(C)(CC)NC(=O)c1cc(OC)c(OC)c(OC)c1 (stereo not given)
  A: 9%	B: 24	C: 0%	D: 3	E: 0.1	F: 0%	G: -1.7	H: 6%[57.1 µM]	I: 1%
SMILES: COC(=O)C1CN(C(=O)C(C)Oc2ccc(C(C)C)cc2)c2ccccc2O1 (stereo not given)
  A: 4%	B: -8	C: -5%	D: -7	E: -0.1	F: -14%	G: 1.6	H: 14%	I: -1%
SMILES: COc1ccc(Cl)cc1NC(=O)c1nnn(CC(=O)Nc2ccc3c(c2)OCO3)c1N
  A: 0%	B: -3	C: -1%	D: 12	E: 1.0	F: -14%	G: 0.4	H: 29%	I: -4%
SMILES: O=C(CCc1nnc(CCC2CCCCC2)o1)NCCc1cccnc1
  A: 0%	B: -22	C: 6%	D: -2	E: 0.0	F: -17%	G: 0.6	H: 21%	I: 15%
SMILES: Cc1nc(N)sc1C(=O)N1N=N1
  A: 0%	B: 9	C: 5%	D: 25	E: 0.4	F: ?	G: 0.1	H: ?	I: -6%
SMILES: Cc1ccc(-n2nc(C)c(C(=O)O)n2)c(C)c1
  A: -5%	B: -9	C: 13%[57.1 µM]	D: 3	E: -0.4	F: -10%	G: -0.6	H: 25%[57.1 µM]	I: -2%
SMILES: Cc1ccc(NS(=O)(=O)c2ccc(OCC(=O)NCc3ccncc3)cc2)cc1
  A: 1%	B: 13	C: -7%	D: 13	E: 1.1	F: -17%	G: 0.9	H: -11%	I: 1%
SMILES: COCc1nc2ccccc2n1Cc1ccc(C(C)(C)C)cc1
  A: ?	B: nt	C: 0%[57.1 µM]	D: -3	E: -0.1	F: -12%	G: 0.9	H: 16%[57.1 µM]	I: -9%
SMILES: COc1cccc(NC(=O)COC(=O)Cc2ccccc2[N+](=O)[O-])c1
  A: -1%	B: 5	C: 6%[57.1 µM]	D: -5	E: -1.3	F: -29%	G: 2.6	H: 16%[57.1 µM]	I: 2%
SMILES: O=C(Nc1nc(-c2ccc3c(c2)OCO3)cs1)C1CC1
  A: ?	B: 3	C: 5%	D: 1	E: 0.0	F: -35%	G: 0.2	H: 21%	I: 0%
SMILES: C=CC(=O)NCCCc1cc(C(C)(C)C)c(O)c(C(C)(C)C)c1
  A: 1%	B: nt	C: 3%[57.1 µM]	D: -8	E: -0.6	F: -13%	G: nt	H: 1%[57.1 µM]	I: 3%
SMILES: CCOC(=O)N1CCN(c2ncnc3c2oc2nc(C(C)C)c4c(c23)CCC4)CC1
  A: 2%	B: -3	C: 6%[0.457 µM]	D: 9	E: -0.9	F: -7%	G: 0.4	H: 22%[0.457 µM]	I: 0%
SMILES: Cc1cccc(OC(=O)CCN2C(=O)C3C4C=CC(C5CC45)C3C2=O)c1C (stereo not given)
  A: 1%	B: nt	C: 2%	D: -1	E: -0.8	F: -25%	G: nt	H: 32%	I: -6%
SMILES: CCOC(=O)/C(=N\Nc1ccc(Br)cc1)N1CC(C)OC(C)C1 (stereo not given)
  A: -7%	B: nt	C: -4%	D: -6	E: -0.3	F: -23%	G: nt	H: 2%	I: 1%
SMILES: Nc1nc(SCn2nnc3ccccc3c2=O)n[nH]1
  A: -1%	B: -3	C: 5%[0.0914 µM]	D: 0	E: 0.1	F: -10%	G: 0.2	H: 10%	I: -3%
SMILES: Cc1ccc(Nc2nc(-c3sc(NC(=O)c4ccc([N+](=O)[O-])cc4)nc3C)cs2)cc1
  A: nt	B: -2	C: nt	D: -3	E: -0.6	F: nt	G: 0.3	H: nt	I: nt
SMILES: CCOC(=O)Cn1c(=N)n(CCOc2cccc(C)c2)c2ccccc21
  A: 2%	B: -18	C: 0%	D: 0	E: 0.1	F: -14%	G: -0.2	H: -3%[57.1 µM]	I: -2%
SMILES: Cc1ccc(OC(=O)c2ccccc2C(=O)OCC(F)(F)C(F)F)cc1
  A: 3%	B: -6	C: -6%	D: -5	E: -0.6	F: -16%	G: 0.9	H: 4%	I: 5%
SMILES: COc1cccc(-c2ccc(SCC(=O)N3CCc4ccccc43)nn2)c1
  A: nt	B: 10	C: nt	D: -8	E: -1.2	F: nt	G: -0.5	H: nt	I: nt
SMILES: COc1ccc(N2CCN(S(=O)(=O)c3cc4c(cc3C)NC(=O)CO4)CC2)cc1
  A: 37%[activator]	B: 7	C: 8%[57.1 µM]	D: 1	E: 0.2	F: -27%	G: 0.0	H: 9%[57.1 µM]	I: 13%

Ordered by value in rTrxR1 inhibitor (lowest first): some entries from above
mol	Pin1 inhibitor	D2 antag	TrxR1 substrate	TRHR PAM	TRHR agonist	USP1-UAF1 inh	rTrxR1 inhibitor	IDH1 R132H inh
CCOC(=O)/C(=N\Nc1ccc(Br)cc1)N1CC(C)OC(C)C1 (stereo not given)	-7%	nt	-4%	-6	-0.3	-23%	2%	1%
Nc1nc(SCn2nnc3ccccc3c2=O)n[nH]1	-1%	-3	5%[0.0914 µM]	0	0.1	-10%	10%	-3%
O=C(CCc1nnc(CCC2CCCCC2)o1)NCCc1cccnc1	0%	-22	6%	-2	0.0	-17%	21%	15%

Individual results from the list:
`Cc1ccc(C(=O)OCC(=O)N(C)c2ccccc2)cc1C` | TrxR1 substrate: 0%
`COc1ccc(/C([O-])=C(/C(=S)Nc2ccc(C)c(C)c2)n2c[n+](C)c3ccccc32)cc1OC` | IDH1 R132H inh: -10%

Screening data: PubChem, National Center for Advancing Translational Sciences (NCATS)
